From PubChem
TNF death inh: blocks TNF-alpha induced death of Jurkat FADD-/- cells; Jurkat FADD-/- TNF necroptosis rescue, ATP luminescence, 24 h; 0 = TNF only, 100 = no-TNF cells; activation (protection from cell death), % at 10 µM; hit rate 0.068% among 220,000;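 active = activation, meaning protection from cell death, of at least 50% relative to plate controls; inactive = activation below 50%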;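 note: necroptosis triggered by 40 ng/mL TNF-alpha added together with compound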
TRPML3 ag: agonists of human TRPML3 channel; HEK293 TRPML3-YFP, Fluo-8 calcium fluorescence; 100% = the carbachol control signal; activation, % at 3 µM; Q8TDD5; hit rate 0.29% among 220,000;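 active = activation above its plate's cutoff, the mean activation of the plate's test wells plus 3 SD, cut at about 12% in these data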;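 note: 0% = DMSO only wells and 100% = carbachol wells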
Target sequence (Q8TDD5 whole entry, looked up): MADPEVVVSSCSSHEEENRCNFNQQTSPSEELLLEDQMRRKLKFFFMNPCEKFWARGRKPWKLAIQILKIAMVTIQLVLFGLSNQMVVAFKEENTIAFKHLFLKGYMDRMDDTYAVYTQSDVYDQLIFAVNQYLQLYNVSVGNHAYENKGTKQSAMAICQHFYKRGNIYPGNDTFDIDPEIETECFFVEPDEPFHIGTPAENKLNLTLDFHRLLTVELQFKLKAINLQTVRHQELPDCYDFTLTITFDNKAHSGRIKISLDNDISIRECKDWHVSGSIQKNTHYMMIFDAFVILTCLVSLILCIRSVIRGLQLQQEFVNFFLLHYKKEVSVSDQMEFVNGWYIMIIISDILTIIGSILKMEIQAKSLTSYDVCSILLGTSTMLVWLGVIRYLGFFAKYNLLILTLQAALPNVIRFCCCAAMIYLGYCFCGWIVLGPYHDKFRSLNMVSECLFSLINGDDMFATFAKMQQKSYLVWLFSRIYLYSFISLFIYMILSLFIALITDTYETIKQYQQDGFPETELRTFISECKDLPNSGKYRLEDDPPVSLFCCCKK
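Test system: HEK293 cells stably carrying human TRPML3-YFP; Doses: single dose, 3 µM final nominal compound, 0.3% DMSO final; Schedule: dye loading 1 h 37 °C then 30 min ambient, 125 s read; Technique: Fluo-8 calcium fluorescence; Benchmarks: high control carbachol 87 µM, low control DMSO.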
Ba/F3 V617F tox: loss of viability in JAK2V617F-driven Ba/F3 cells | Ba/F3 EpoR-JAK2V617F viability, ATP luminescence | inhibition, % at 5.6 µM | hit rate 1.1% among 220,000 | AID 1446;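 active = inhibition above the campaign mean plus 3 SD over all tested compounds, cut at about 24% in these data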;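 note: cytokine-independent growth of Ba/F3 cells driven by EpoR plus mutant JAK2; 0% = DMSO-treated cells and 100% = JAK inhibitor I control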
BaF3 tox: reduces parental Ba/F3 cell viability, JAK2V617F counter-screen. CellTiter-Glo ATP luminescence. inhibition, % at 5.6 µM. hit rate 1.1% among 220,000. AID 1486;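 active = inhibition above a per-campaign cutoff, the mean inhibition of all tested compounds plus 3 SD, cut at about 27% in these data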;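 note: 0% = DMSO wells and 100% = JAK Inhibitor I control wells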
Wee1 degr inh: human Wee1 degradation inhibition, primary screen | HeLa Luc-Wee1K328M stability, luciferase luminescence; 100% = proteasome inhibitor MG132 effect | reporter increase, % at 5 µM | hit rate 1.2% among 220,000;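 active = activation above the mean of all tested compounds plus 3 SD, set per screening run, cut at about 8.8% in these data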;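 note: cells exposed to compound for 20 h before luminescence read; 0% = DMSO alone and 100% = MG132 at 30 µM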
PPC-1+TRAIL kill: kills PPC-1 cancer cells in the presence of TRAIL. PPC-1 cells + TRAIL, ATPLite viability luminescence. cell killing (% activity), % at 4 µM. hit rate 0.41% among 220,000. AID 1443;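 active = cell killing above 50% in the first pass at 4 µM, then a duplicate retest at 5 µM averaging 50% or more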;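 note: plate controls were cells with TRAIL plus DMSO for no effect and medium-only wells lacking cells for full effect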
CHOP inh: blocks CHOP induction under ER stress. CHO-K1 CHOP-promoter luciferase, tunicamycin-induced, 15-18 h. inhibition, % at 10 µM. hit rate 3.8% among 220,000. AID 2732;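 active = compounds that reduced the stress-induced luciferase reporter signal by more than about 70% of percent inhibition, limit read from the data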;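 note: 0% = tunicamycin plus vehicle and 100% = wells without tunicamycin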
RBBP9 inh: human RBBP9 hydrolase inhibition; inhibition, % at 7.94 µM; recombinant RBBP9, FP-Rh probe fluorescence polarization; hit rate 0.2% among 220,000; AID 1515;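 active = inhibition above the campaign mean of all tested compounds plus 3 SD, cut at about 14% in these data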;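 note: plate controls were DMSO wells with RBBP9 for no effect and wells lacking RBBP9 protein for full effect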
Target sequence (O75884 whole entry, looked up): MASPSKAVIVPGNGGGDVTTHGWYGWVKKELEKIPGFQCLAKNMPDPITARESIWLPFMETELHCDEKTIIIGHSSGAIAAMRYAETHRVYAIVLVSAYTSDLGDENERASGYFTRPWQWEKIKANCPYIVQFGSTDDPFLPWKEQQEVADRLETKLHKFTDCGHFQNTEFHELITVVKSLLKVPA
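Measured by – fluorescence polarization · Test system – RBBP9 protein · Input – 2.5 µM RBBP9 dispensing solution, before mixing · Measure – percent inhibition from mP, scaled between DMSO and no-protein wells · Benchmarks – DMSO-treated enzyme wells and wells lacking RBBP9 · Times – preincubation 30 min plus labeling 45 min at 25 °C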
TRPN1 ag: activates the zebrafish TRPN1 channel; HEK293 zebrafish TRPN1-YFP, Fluo-8 calcium fluorescence; 100% = response to 87 µM carbachol; activation, % at 3 µM; hit rate 0.18% among 220,000; AID 1424;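 active = activation above its plate's cutoff, the mean activation of test wells on that plate plus 3 SD, cut at about 19% in these data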;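 note: 0% = DMSO alone and 100% = 87 µM carbachol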
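Material: zebrafish TRPN1-YFP in HEK293 cells; Doses: single test compound dose, 3 µM nominal, 0.3% DMSO; Timing: dye loading 1 h at 37 °C, then 30 min room temperature; Technique: intracellular calcium fluorescence with Fluo-8; Benchmarks: high carbachol 87 µM, low DMSO alone.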
Numbers without * were called inactive.

SMILES	TNF death inh	TRPML3 ag	Ba/F3 V617F tox	BaF3 tox	Wee1 degr inh	PPC-1+TRAIL kill	CHOP inh	RBBP9 inh	TRPN1 ag
Cc1ccc2oc(=O)c3cnn(CC(=O)Nc4cc(-c5cccc(F)c5)no4)c3c2c1	2.1	-0.3	6	11	-1	-23	96*	-2	1.4
CCCc1cc(=O)n2[nH]c(C(F)(F)F)nc2n1	-0.3	-0.2	-2	4	-1	11	-6	-4	1.2
Cc1oc2c(C)c(O)ccc2c(=O)c1-c1cnn(-c2ccccc2)c1	-2.5	-0.3	12	11	-3	21	104*	-41	-1.1
C1=C(c2ccc(-c3ccccc3)cc2)Nc2ncnn2C1c1ccco1 (stereo not given)	-1.0	3.5	2	5	1	4	39	8	4.0
O=C(Nc1ccccn1)c1ccc(COc2ccccc2Cl)o1	0.1	-0.4	-1	1	1	18	19	-2	0.0
O=C(COC(=O)Cc1ccc(Br)cc1)Nc1c(F)c(F)c(F)c(F)c1F	-0.8	0.1	3	8	0	17	19	-4	1.2
CCCn1cc(C(=O)OCC)c(=O)c2cc(F)c(F)cc21	0.3	-0.1	2	1	-2	19	-1	0	0.9
Cc1cc(N=NC(=O)c2ccccc2O)c2ccccc2c1O	-2.6	2.4	-2	3	-1	-7	4	-5	6.3
NS(=O)(=O)c1cc2c(cc1Cl)NC(CSCc1ccccc1)=NS2(=O)=O	0.8	0.6	-3	3	-3	28	-1	-3	-1.7
Cc1ccc(C)c(NC(=S)Nc2cccnc2)c1	-0.6	-0.6	-1	1	3	-16	14	-6	0.6
CC(C)CCOc1cccc(OCC(=O)O)c1	1.2	1.2	0	5	2	3	86*	-5	1.9
CCC(CC)NC(=O)c1ccc(Cl)cc1	-0.2	0.2	3	1	4	5	27	-6	0.0
CCOC(=O)c1c(-c2ccc(F)cc2)csc1NC(=O)CCN1C(=O)c2ccccc2C1=O	0.9	0.8	1	6	6	22	31	-3	2.0
CCC(C)(C)NC(=O)C(c1ccc(C)cc1)N(Cc1cccnc1)C(=O)c1csnn1 (stereo not given)	-1.7	-0.4	0	1	-1	17	-10	-9	-0.3
CCNC(=S)N(Cc1cc2c(C)ccc(C)c2[nH]c1=O)C1CCCC1	2.9	0.4	-2	1	-4	10	26	2	-0.2
CC(=O)N1CCN2C(=O)C1CCCC(=O)c1cc(C(C)C)ccc12 (stereo not given)	-1.3	0.7	-4	5	-1	2	21	-10	1.6
COc1ccc(C[C@@H]2CN3C(=NC[C@@H]3C)N2C[C@H](C)NC(=O)CCC2CCCCC2)cc1	0.7	0.1	-3	5	1	20	13	5	-1.1
CCOC(=O)c1[nH]c(C)c(C(=O)OCC(=O)N(CC)C2CCS(=O)(=O)C2)c1C (stereo not given)	4.6	1.7	-4	2	-2	15	-2	-1	-0.8
Cc1cccc(C)c1NC(=S)N1CC(C)OC(C)C1 (stereo not given)	0.0	-0.4	3	-7	0	0	-8	-5	-0.1
O=C(c1ccco1)N1N=C(c2ccccc2)CC1c1ccc2nccnc2c1 (stereo not given)	-5.7	-0.1	0	1	-3	7	14	-5	-0.2
O=C1Cc2ccccc2N1c1ccccc1	0.6	0.7	-3	-2	-1	11	8	8	-0.8
COC(=O)N/N=C/c1ccc(-c2ccc(Cl)c(Cl)c2)o1	2.4	0.4	2	7	-1	15	23	-10	0.1
Cc1nnc(SCC(=O)N(Cc2ccccc2)C(C)(C)C)[nH]c1=O	0.1	0.6	5	9	-4	-4	-7	2	-0.1
CCCCc1sc(-c2c(C#N)c(N)nc3c2CCCCC3)cc1[N+](=O)[O-]	-12	0.3	1	1	-2	-5	32	-2	-0.6
Cc1cccc(C)c1NC(=O)C1(N(Cc2ccco2)C(=O)c2ccccn2)CCCC1	-1.8	0.1	1	3	1	11	-21	-3	1.1
O=c1c2[nH]c3ccc(F)cc3c2ncn1Cc1ccncc1	0.6	0.3	5	1	-1	3	-1	-3	0.7
O=C(NC1CCCCC1)c1ccc(Br)o1	0.5	0.5	-3	4	1	15	-16	-4	0.0
O=c1nc(N2CCOCC2)ccn1-c1nc(-c2ccccc2)sc1-c1ccccc1	-0.2	0.6	-4	2	-1	20	12	-11	-0.1
COc1ccc(/C=C/C(=O)NC(=S)NNC(=O)c2c(-c3ccccc3)noc2C)cc1	2.4	1.3	-2	5	3	16	42	-12	1.2
Cc1cc(N2CCN(C(=O)c3ccco3)CC2)c2ccccc2n1	0.7	1.1	2	2	5	-7	-4	-11	0.7
CCOC(=O)C1=C(C)NC2=C(C(=O)CCC2)C1c1coc2ccccc2c1=O (stereo not given)	-3.7	0.7	2	5	7	11	37	1	0.8
Cc1cccc2c1c1ccc3c(c1n2C)C(=O)C=CC3=O	-23	0.2	-1	-2	1	5	78*	6	0.7
O=S(=O)(c1ccc(Oc2ccc(Br)cc2)cc1)N1CCOCC1	-4.1	0.9	-6	0	-2	19	56	-4	3.3
O=C(c1cc(=O)c2ccccc2o1)N1CCN(c2ccccc2F)CC1	2.4	0.0	-2	4	0	14	-3	-9	0.5
N#CCCn1c(SCC(=O)Nc2ccc(N3CCOCC3)cc2)nc2ccccc21	1.4	0.6	0	6	0	-3	-13	-4	0.2
O=C(CN1c2cccc3cccc(c23)S1(=O)=O)Nc1cccc(S(=O)(=O)N2CCOCC2)c1	0.3	-0.1	1	5	-1	15	23	-10	-0.1
CCOC(=O)C1CCN(c2nc(-c3ccc(C)cc3)nc3ccccc23)CC1	0.3	0.4	-2	4	-1	16	3	-6	-0.3
O=C1C(Oc2ccccc2)C(c2cccs2)N1Cc1ccc2c(c1)OCO2 (stereo not given)	-3.2	-0.1	0	-3	-2	14	16	-5	-2.2
O=C1c2ccccc2C(=O)N1c1cccc(-c2csc(Nc3ccc4c(c3)OCO4)n2)c1	2.7	0.7	2	5	5	24	9	3	1.3
Cc1nonc1OCCN1CCN(c2ccc([N+](=O)[O-])cc2)CC1	0.3	2.8	-2	3	-2	9	-5	-3	3.7
O=C1NC(c2cc3c(cc2Cl)OCO3)Oc2ccccc21 (stereo not given)	-11	0.7	2	7	-1	-16	11	-7	2.3
Cc1ccc(C)c(NC(=O)c2ccc(OC(=O)c3ccco3)cc2)c1	-8.8	0.2	2	6	1	13	0	-1	-0.1
COC1=C/C(=C/c2c(O)c(C#N)c3ccccn23)C=CC1=O	-1.9	0.4	0	-1	4	3	-38	-7	1.0
O=C(Nc1ccc(F)cc1)C1CCC(N2C(=O)c3ccccc3C2=O)CC1 (stereo not given)	-0.1	0.7	-2	1	-1	26	-17	6	0.8
O=C(Nc1cccc(Cl)c1)c1ccncc1	-2.0	0.0	-3	2	1	-1	20	-9	1.1

The list goes on, overlapping the part above by two compounds.
SMILES	TNF death inh	TRPML3 ag	Ba/F3 V617F tox	BaF3 tox	Wee1 degr inh	PPC-1+TRAIL kill	CHOP inh	RBBP9 inh	TRPN1 ag
O=C(Nc1ccc(F)cc1)C1CCC(N2C(=O)c3ccccc3C2=O)CC1 (stereo not given)	-0.1	0.7	-2	1	-1	26	-17	6	0.8
O=C(Nc1cccc(Cl)c1)c1ccncc1	-2.0	0.0	-3	2	1	-1	20	-9	1.1
Cc1nc(-c2cccnc2)sc1C(=O)Nc1cccc(C(F)(F)F)c1	-6.7	-1.4	-1	-1	-3	-1	83*	-11	-2.1
N/C(=N/OCC(=O)Nc1cccc2ccccc12)c1nonc1N	-4.4	0.2	0	6	-1	5	14	5	0.5
Cc1ccc2cc3cc(C(=O)NCc4ccco4)oc3nc2c1	-1.1	0.1	0	6	6	26	-3	0	1.2
COCc1c(C(=O)N/N=C/C2CC=CCC2)nnn1-c1nonc1N (stereo not given)	1.2	0.5	0	7	-1	29	-21	-7	0.5
Oc1ccc(/C=N/Nc2nccnc2Cl)cc1	-4.5	0.5	3	5	1	25	36	-7	-0.3
CN(C)c1nc(=S)nc(NCc2ccccc2)[nH]1	-0.8	0.3	1	2	0	4	-4	1	-0.4
O=C(CS(=O)(=O)c1c[nH]c2ccccc12)N1CCCCCC1	1.6	0.7	-1	2	0	4	13	-8	3.1

Shown with two lines to a compound: entries from further up.
Second line of a record – TNF death inh, TRPML3 ag, Ba/F3 V617F tox, BaF3 tox, Wee1 degr inh, PPC-1+TRAIL kill, CHOP inh, RBBP9 inh, TRPN1 ag
- CCOC(=O)C1CCN(c2nc(-c3ccc(C)cc3)nc3ccccc23)CC1
    0.3, 0.4, -2, 4, -1, 16, 3, -6, -0.3
- O=C1C(Oc2ccccc2)C(c2cccs2)N1Cc1ccc2c(c1)OCO2 (stereo not given)
    -3.2, -0.1, 0, -3, -2, 14, 16, -5, -2.2
- O=C1c2ccccc2C(=O)N1c1cccc(-c2csc(Nc3ccc4c(c3)OCO4)n2)c1
    2.7, 0.7, 2, 5, 5, 24, 9, 3, 1.3
- Cc1nonc1OCCN1CCN(c2ccc([N+](=O)[O-])cc2)CC1
    0.3, 2.8, -2, 3, -2, 9, -5, -3, 3.7
- O=C1NC(c2cc3c(cc2Cl)OCO3)Oc2ccccc21 (stereo not given)
    -11, 0.7, 2, 7, -1, -16, 11, -7, 2.3
- Cc1ccc(C)c(NC(=O)c2ccc(OC(=O)c3ccco3)cc2)c1
    -8.8, 0.2, 2, 6, 1, 13, 0, -1, -0.1
- COC1=C/C(=C/c2c(O)c(C#N)c3ccccn23)C=CC1=O
    -1.9, 0.4, 0, -1, 4, 3, -38, -7, 1.0
- O=C(Nc1ccc(F)cc1)C1CCC(N2C(=O)c3ccccc3C2=O)CC1 (stereo not given)
    -0.1, 0.7, -2, 1, -1, 26, -17, 6, 0.8
- O=C(Nc1cccc(Cl)c1)c1ccncc1
    -2.0, 0.0, -3, 2, 1, -1, 20, -9, 1.1
- Cc1nc(-c2cccnc2)sc1C(=O)Nc1cccc(C(F)(F)F)c1
    -6.7, -1.4, -1, -1, -3, -1, 83*, -11, -2.1
- N/C(=N/OCC(=O)Nc1cccc2ccccc12)c1nonc1N
    -4.4, 0.2, 0, 6, -1, 5, 14, 5, 0.5
- Cc1ccc2cc3cc(C(=O)NCc4ccco4)oc3nc2c1
    -1.1, 0.1, 0, 6, 6, 26, -3, 0, 1.2
- COCc1c(C(=O)N/N=C/C2CC=CCC2)nnn1-c1nonc1N (stereo not given)
    1.2, 0.5, 0, 7, -1, 29, -21, -7, 0.5
- Oc1ccc(/C=N/Nc2nccnc2Cl)cc1
    -4.5, 0.5, 3, 5, 1, 25, 36, -7, -0.3
- CN(C)c1nc(=S)nc(NCc2ccccc2)[nH]1
    -0.8, 0.3, 1, 2, 0, 4, -4, 1, -0.4
- O=C(CS(=O)(=O)c1c[nH]c2ccccc12)N1CCCCCC1
    1.6, 0.7, -1, 2, 0, 4, 13, -8, 3.1
